# CFTR F508del cor = F508del CFTR correction, initial screen, CFBE line, single point; CFBE cells, YFP halide quenching; stimulated with forskolin plus potentiator P3; % fluorescence drop versus neutral controls; 350,000 tested, 0.36% active; activity (quench increase), % at 7.58 µM;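 active = mean added fluorescence quench of at least 8% versus neutral control, with both replicates also reaching 8%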;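 also: cells transiently co-express mutant CFTR-F508del with the halide-sensitive YFP; corrector assay measuring rescue of mutant channel to the surface after 24 h compound exposure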
# Xi reactivation = activators of inactive X chromosome reactivation, primary screen, imaging, XiGFP fibroblasts, GFP high-content imaging, set 2. 360,000 tested, 0.055% active. activation, % at 7.58 µM. XiGFP mouse fibroblasts, % GFP-positive cells imaging, 3 d; cells co-treated with 5-aza-dC sensitizer; scaled so ellipticine positive control = 100%;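 active = mean normalized replicate activation at least 10% and every replicate at or above 10%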;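 also: 0% = median of on-plate neutral control wells and 100% = ellipticine 6 µM median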
#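 Schedule: 3 d treatment, 15 min room-temperature fixation; system: 68-5-11 XiGFP fibroblast line; buffer or medium: DMEM plus 5-aza-dC sensitizer; control set: ellipticine 6 µM positive control; compound: one concentration, pinned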
# GSIS activator = GLuc luminescence reporter in INS-1E cells, primary screen for activators of glucose-dependent secretion of insulin; INS-1E GLuc reporter insulin secretion, 2-3 h; activation, % at 16.6 µM; 370,000 tested, 0.61% active; AID 743287, 2014;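 active = lowest replicate activation of at least 40%, so every replicate reaches that level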;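 also: 0% = median of neutral control wells and 100% = median of IBMX positive control wells; some compounds called inactive have numbers as strong as hits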
# RAD54 inh = inhibitors of human RAD54 branch migration, primary screen, biochemical, fluorescence, single point; DNA repair and recombination protein RAD54-like (Homo sapiens), Q92698; RAD54 Holliday junction branch migration, FAM/BHQ fluorescence; inhibition, % at 10.4 µM; 360,000 tested, 0.14% active; AID 602329, 2012;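 active = mean normalized replicate activity at least 40 and at least half of replicates scoring 40 or more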;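 also: 0% = median of neutral control wells and 100% = median of positive control wells; inhibitors cause a drop in the FAM fluorescence signal; in these data hits start at about 50%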
# RAD52 anneal inh = RAD52 DNA annealing inhibitors, primary screen, biochemical, FRET, single point, set 2. recombinant RAD52 DNA annealing, FRET fluorescence. 360,000 tested, 0.46% active. inhibition, % at 18.7 µM. DNA repair protein RAD52 homolog (Homo sapiens), P43351;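 active = every replicate showing at least 50% inhibition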
# ARNT TACC3 PPI = disruptors of ARNT/TACC3 protein interaction, primary screen, biochemical, AlphaScreen, single concentration; Transforming acidic coiled-coil-containing protein 3 (Homo sapiens), Q9Y6A5; AlphaScreen His-ARNT PAS-B/GST-TACC3 binding, luminescence; TACC3 fragment carries E629A point mutation; inhibition, % at 9.99 µM; 390,000 tested, 0.66% active; AID 623870, 2012;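 active = mean inhibition of replicates at least 50% and at least half of replicates each reaching 50%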;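 also: 0% = complete ARNT plus TACC3 wells and 100% = ARNT alone without TACC3; many hits fall short of the cut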
# ERAP1 HTS inh = human ERAP1 aminopeptidase inhibitors, primary screen, biochemical, single point, plate reader; Endoplasmic reticulum aminopeptidase 1 (Homo sapiens), Q9NZ08; recombinant ERAP1, Leu-AMC fluorescence, 60 min; inhibition, % at 10.7 µM; 340,000 tested, 0.15% active;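 active = mean replicate inhibition of at least 30%, or all replicates individually reaching that 30% level; inactive = mean below 30% and not every replicate reaching it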;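 also: 0% = neutral control wells and 100% = L-leucinethiol positive control wells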
# Target sequence (Q9NZ08 whole entry, looked up): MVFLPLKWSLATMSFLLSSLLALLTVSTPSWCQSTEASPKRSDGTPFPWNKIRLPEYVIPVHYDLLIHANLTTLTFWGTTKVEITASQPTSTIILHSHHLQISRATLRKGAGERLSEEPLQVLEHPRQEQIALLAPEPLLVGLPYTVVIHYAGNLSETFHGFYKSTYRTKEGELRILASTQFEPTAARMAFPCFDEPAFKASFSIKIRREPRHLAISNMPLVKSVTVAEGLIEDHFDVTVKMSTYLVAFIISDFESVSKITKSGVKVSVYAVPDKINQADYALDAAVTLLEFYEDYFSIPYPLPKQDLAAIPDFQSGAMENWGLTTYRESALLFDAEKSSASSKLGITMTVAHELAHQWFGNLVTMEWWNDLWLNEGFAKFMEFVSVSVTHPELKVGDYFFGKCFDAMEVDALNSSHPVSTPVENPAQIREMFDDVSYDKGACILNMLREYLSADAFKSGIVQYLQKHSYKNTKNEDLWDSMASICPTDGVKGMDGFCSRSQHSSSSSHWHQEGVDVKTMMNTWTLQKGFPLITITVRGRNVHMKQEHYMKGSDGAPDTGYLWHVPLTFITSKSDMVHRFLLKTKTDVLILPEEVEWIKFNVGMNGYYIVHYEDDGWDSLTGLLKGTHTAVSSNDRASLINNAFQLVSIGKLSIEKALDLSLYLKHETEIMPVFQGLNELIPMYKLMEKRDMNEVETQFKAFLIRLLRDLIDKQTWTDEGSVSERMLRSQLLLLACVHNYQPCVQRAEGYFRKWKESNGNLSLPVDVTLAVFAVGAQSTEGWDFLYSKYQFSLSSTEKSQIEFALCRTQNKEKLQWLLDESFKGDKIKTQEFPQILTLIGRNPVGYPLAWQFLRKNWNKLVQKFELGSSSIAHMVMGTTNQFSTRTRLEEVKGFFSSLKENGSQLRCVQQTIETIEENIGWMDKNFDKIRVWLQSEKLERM
# esBAF inh = Bmi1 luciferase reporter increase in mESCs, primary screen, esBAF inhibitor project, mouse ES cells, Bmi1 luciferase knock-in, single point; 24 h; 100% = twice the neutral-well signal; reporter increase, % at 12.5 µM; 350,000 tested, 2% active; in the data active = activation above about 40%;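 also: 0% = median of the plate's neutral control wells and 100% = double that signal; a rise in the Bmi1 reporter signal indicates esBAF inhibition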
# * hit, by the source's call; · = no result given; & = joins results of further samples. Rows were taken by chance. Share with any hit: about 3.3%.
SMILES,CFTR F508del cor,Xi reactivation,GSIS activator,RAD54 inh,RAD52 anneal inh,ARNT TACC3 PPI,ERAP1 HTS inh,esBAF inh
COc1ccc(NC(=O)N(C)C[C@H]2OCCCC[C@@H](C)Oc3ccc(NS(=O)(=O)c4ccc(Cl)cc4)cc3C(=O)N([C@H](C)CO)C[C@@H]2C)cc1,-0.2,0.1,-7,3,-13,-5,-3,-1
CCOC(=O)C1CCN(c2nc(-c3ccc(C)cc3)nc3ccccc23)CC1,-0.5,-0.1,8,·,-12,-6,-1,·
CSc1cccc(CN2CCC(CCC(=O)NC3CC3)CC2)c1,-0.6,0.2,-9,0,-7,13,-1,-6
CCc1ccccc1OCCCN1CCCC1,-1.4,0.1,12,-2,-7,28,0,-10
COCCNC(=O)C[C@H]1C[C@H]2c3cc(NS(=O)(=O)c4ccc(F)cc4)ccc3O[C@H]2[C@@H](CO)O1,-2.1,0.2,-5,-5,·,-2,·,-2
Cc1onc(-c2ccccc2)c1C(=O)NC(=S)NNC(=O)c1ccco1,-4.4,0.0,·,3,-23,12,·,·
CC(Sc1nnc(NC(=O)c2cc3ccccc3oc2=O)s1)c1ccccc1 (configuration not stated),2.8,0.3,0,7,53*,-15,·,-1
CCOC(=O)Cc1csc(/N=C/c2c(O)n(-c3ccc(C)cc3C)c(=O)c3ccccc23)n1,3.6,0.1,·,2,-20,·,-3,·
COc1cc(/C=N/NC(=O)Nc2ccccc2)ccc1OCCOc1ccccc1C,·,·,169*,-11,·,-2,·,10
COc1cccc(/C=N/NC(=O)c2cc(-c3cccn3C)n[nH]2)c1O,7.9,-0.1,-7,·,-22,·,-2,·
CN(Cc1ccccc1)C(=O)COC(=O)c1ccc(-n2cnnn2)cc1,1.5,0.0,-2,-4,0,7,4,·
COc1ccc(CNC(=O)c2ccc3nc(C)c(N(C)Cc4ccc(NC(C)=O)cc4)n3c2)cc1,1.6,-0.1,·,-10,-2,·,2,3
O=C(NC(=S)Nc1ccc(Cl)c(C(=O)O)c1)c1cncc(Br)c1,-2.0,0.0,-8,-7,-6,-1,-11,-5
COc1ccc(CNC(=O)CCNS(=O)(=O)c2ccc(Cl)cc2)cc1,-1.7,0.2,8,1,-6,-5,4,-5
CCN(Cc1ccccc1)S(=O)(=O)c1ccc(C(=O)Nc2nnc(C)o2)cc1,-3.6,0.5,54*,14,-6,23,-1,-11
CCCCCCCCN1C(=O)[C@@H](CC(=O)N2CCCC2)C[C@@]2(C(=O)OC)C1=C[C@H](C(C)(C)C)O[C@@H]2C,-1.9,0.2,·,·,-7,·,-2,·
CN1CCc2c(sc3c2C(=O)NC(c2ccc4c(c2)OCO4)N3)C1 (configuration not stated),-1.2,·,7,11,-13,13,5,7
COC1=CC(=O)OC(c2cccc([N+](=O)[O-])c2)C1 (configuration not stated),0.0,0.3,38,·,-3,·,2,·
O=C(Nc1ccc(S(=O)(=O)Nc2ccccc2)cc1)C1CC1,-1.9,0.0,-5,1,0,-3,2,·
N=C1C(=O)OCC1c1ccccc1NC(=O)Nc1ccccc1 (configuration not stated),0.4,0.2,·,·,-38,3,6,·
C[C@@H]1CN([C@@H](C)CO)C(=O)CCCn2cc(nn2)CO[C@H]1CN(C)C(=O)Nc1cccc(C(F)(F)F)c1,-1.2&1.8&2.2,0.3&0.0,-3&-27,3&-24,2&6&-18,3&7,1&2,4&4
CNC(=O)c1ncoc1-c1ccc(Cl)cc1,-0.6,-0.1,6,·,-11,5,4,-3
O=C(O)CC1C(=O)NCCN1Cc1ccc(F)c(F)c1 (configuration not stated),-2.3,-0.1,-4,-13,-6,-10,5,1
C[C@@H]1CN([C@H](C)CO)C(=O)Cc2cc(NC(=O)Nc3ccc(C(F)(F)F)cc3)ccc2O[C@@H]1CN(C)C,5.4,-0.3,26,-3,9,0,-2,-2

# Some of these compounds in order of SMILES length, ascending.
SMILES,CFTR F508del cor,Xi reactivation,GSIS activator,RAD54 inh,RAD52 anneal inh,ARNT TACC3 PPI,ERAP1 HTS inh,esBAF inh
CNC(=O)c1ncoc1-c1ccc(Cl)cc1,-0.6,-0.1,6,·,-11,5,4,-3
O=C(O)CC1C(=O)NCCN1Cc1ccc(F)c(F)c1 (configuration not stated),-2.3,-0.1,-4,-13,-6,-10,5,1
COC1=CC(=O)OC(c2cccc([N+](=O)[O-])c2)C1 (configuration not stated),0.0,0.3,38,·,-3,·,2,·
COc1ccc(CNC(=O)CCNS(=O)(=O)c2ccc(Cl)cc2)cc1,-1.7,0.2,8,1,-6,-5,4,-5
C[C@@H]1CN([C@H](C)CO)C(=O)Cc2cc(NC(=O)Nc3ccc(C(F)(F)F)cc3)ccc2O[C@@H]1CN(C)C,5.4,-0.3,26,-3,9,0,-2,-2

# Further records.
SMILES,CFTR F508del cor,Xi reactivation,GSIS activator,RAD54 inh,RAD52 anneal inh,ARNT TACC3 PPI,ERAP1 HTS inh,esBAF inh
CNc1ncnc2c1ncn2[C@H]1CN(Cc2ccc(Cl)cc2)C[C@@H](CO)O1,-1.7,0.0,16,8,-40,·,1,-3
COc1cc2cc(C(=O)NCCc3c[nH]c4ccccc34)c(N)nc2cc1OC,-2.8,-0.1,-3,·,-123,·,·,·
CCc1c(C)sc2nc(C(C)C)nc(SCC(=O)N3CCc4ccccc4C3)c12,-0.5,·,-12,·,-17,·,1,·
Cc1nc(NC(=O)COC(=O)c2ccc(S(=O)(=O)N3CCc4ccccc4C3)cc2)c(Cl)cc1Cl,·,0.1,7,·,-18,-5,-4,·
C[C@H]1CN([C@@H](C)CO)C(=O)c2cc(NC(=O)Cn3cnnn3)ccc2O[C@@H]1CN(C)C(=O)Nc1ccc(F)cc1,-2.9,0.2,23,-20,-7,-18,-1,-1
CC(C)OCCCNC(=O)c1ccc(C2SCC(=O)N2Cc2ccco2)cc1 (configuration not stated),-1.3,0.1,-4,·,-18,2,2,·
Cc1cc(C)nc(SCC(=O)Nc2ncc(Cc3ccc(Cl)c(Cl)c3)s2)n1,-3.1,-0.1,-1,0,4,-1,0,·
CN(C)CC(=O)Nc1ccc2c(c1)[C@H]1C[C@H](CC(=O)NCCN3CCCCC3)O[C@@H](CO)[C@H]1O2,4.3,0.0,4,-2,10,-16,0,0
Cc1ccccc1-n1nc2c(c1NC(=O)CCCl)CSC2,-0.1,0.0,-6,-1,-11,-5,-3,0
CNC[C@H]1Oc2ccc(NS(=O)(=O)c3ccc(OC)cc3)cc2CC(=O)N([C@@H](C)CO)C[C@@H]1C,-0.7,-1.1,9,-2,4,-9,3,-2
O=C(CSc1nc2ccc(Cl)cc2[nH]1)NC1CCCc2ccccc21 (configuration not stated),0.9,0.1,-5,·,-14,-2,-4,·
O=C(Cn1cc([N+](=O)[O-])cn1)Nc1cccnc1,-0.1,0.4,0,·,4,-13,-4,·

# Of the compounds above, 2 contain a nitro group on carbon:
SMILES,CFTR F508del cor,Xi reactivation,GSIS activator,RAD54 inh,RAD52 anneal inh,ARNT TACC3 PPI,ERAP1 HTS inh,esBAF inh
COC1=CC(=O)OC(c2cccc([N+](=O)[O-])c2)C1 (configuration not stated),0.0,0.3,38,·,-3,·,2,·
O=C(Cn1cc([N+](=O)[O-])cn1)Nc1cccnc1,-0.1,0.4,0,·,4,-13,-4,·

# New compounds follow.
SMILES,CFTR F508del cor,Xi reactivation,GSIS activator,RAD54 inh,RAD52 anneal inh,ARNT TACC3 PPI,ERAP1 HTS inh,esBAF inh
C[C@H]1CN([C@@H](C)CO)S(=O)(=O)c2ccc(C#CC3CC3)cc2O[C@@H]1CN(C)Cc1ccccc1,-1.4,-0.6,-14,-5,-29,31,-2,0
CCOC(=O)CC1(NC(=O)c2cc(COc3cccc(OC)c3)on2)CCCCC1,0.6,0.2,-13,-6,-9,-3,2,6
CCOc1cc2[nH]c(=S)n(C3CC3)c(=O)c2cc1OCC,2.6,0.0,9,·,-3,-5,-10,·
CSc1ccc(C=NNc2ccc(S(=O)(=O)Nc3ccccc3C(=O)O)cc2[N+](=O)[O-])cc1,0.8,0.0,-10,6,-6,-2,-10,-1
C#CCOCCOCCOCCNc1nc(N2CCN(C(=O)[C@H](CCC(=O)O)n3cc(CN)nn3)CC2)nc(N2CCN(C(=O)[C@H](CCC(=O)O)n3cc(CN)nn3)CC2)n1,-3.8,-0.1,0,-27,-12,-3,-3,-2
O=C(COc1ccccc1Br)NC1CC1,0.9,0.2,23,0,-17,-1,0,·
C[C@H](CO)N1C[C@H](C)[C@H](CN(C)Cc2ccc(-c3ccccc3)cc2)Oc2ccc(NC(=O)C3CC3)cc2C1=O,0.7,-0.2,-9,3,9,5,0,-5
CCOC(=O)C1C(=O)C=C(c2ccc(C)cc2)CC1c1ccc([N+](=O)[O-])cc1 (configuration not stated),·,-0.4,·,·,-19,2,-1,·
Brc1ccc(OCc2ccccc2)c(CNCC2CCCO2)c1 (configuration not stated),0.6,0.5,11,·,-18,-6,-4,·
O=C(Nc1ccc2c(c1)OCO2)N[C@H]1CC[C@@H](CCNC(=O)C2CCCCC2)O[C@@H]1CO,-0.5,0.0,-3,4,-5,-2,1,7
CCN(c1ccccc1)S(=O)(=O)c1ccc(NC(=O)c2ccco2)cc1,1.7,0.0,-7,·,-17,3,1,·
COc1cccc(CC2(CO)CCCN(Cc3cn(C)c4ccccc34)C2)c1 (configuration not stated),2.4,-0.1,-11,-9,-16,4,1,7
O=C1c2ccccc2CCC12OC2c1ccc([N+](=O)[O-])cc1 (configuration not stated),0.1,0.1,·,·,11,·,3,·
CC(C)=CCCC(C)CCO (configuration not stated),1.4,·,4,-5,-9,·,-5,-2
C=CCOc1ccccc1CNCc1ccc(F)cc1,-0.4,0.6,14,·,-9,-11,·,-2
Cc1ccccc1-c1nc2ccc(Cl)cc2c(=O)n1O,1.8,0.0,-3,-18,0,10,2,-13
COc1ccc(C(=O)NCc2nnc(SCC(=O)N3CCc4ccccc43)n2CCc2ccccc2)cc1,·,0.1,-17,6,-4,-19,11,·
O=C(NC(=S)Nc1ccc(N2CCOCC2)c(Cl)c1)c1cccs1,1.1,0.1,1,·,-27,4,-1,·
Cc1ccc(F)c(S(=O)(=O)NC(=O)C2(C)CCN2C(=O)Cc2ccc(Cl)cc2Cl)c1 (configuration not stated),-1.1,-0.1,-6,-1,-4,·,-2,2
CC(C)(C)OC(=O)NCCCC[C@H](NC(=O)c1nc[nH]c1C(=O)N1CCN(c2ccccc2)CC1)C(=O)OC(C)(C)C,1.0,0.0,-11,-8,-33,19,15,3
CCCNC(=O)C1(C)CCCN(Cc2noc(-c3c(C)noc3C)n2)C1 (configuration not stated),1.6,0.6,22,5,-15,·,-1,3
N#CCn1c(CN2CCCC2)nc2ccccc2c1=O,-0.8,0.3,18,1,-10,-17,-4,-3
Cc1cccc(C(CC(=O)O)NC(=O)C(F)(F)F)c1 (configuration not stated),-3.8,0.0,1,·,-13,-2,-2,·
